BCR signal inh = qHTS Assay to Find Inhibitors of Chronic Active B-Cell Receptor Signaling. AID 493014, 2011. 0.05% of 340,000 active. Potency, µM (series often up to 46.1 µM), inactives show top-dose ratio change, negative = lower green/red ratio, most hits filed as inhibitors. ABC-DLBCL IkBa-CBG/CBR reporter, luminescence ratio, 4 h; active = well fitted inhibition curve with a large enough effect in the signal ratio, with a control signal flat, not every such curve was filed as active; inconclusive = small, poorly fitted or top-dose-only effect, or effect the other way, or a change in a side signal; the % refers to the signal ratio;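 also: potency is read from the fitted curve at half-maximal effect; plate controls were basal doxycycline-induced cells for no effect and cells given 10 µM MG132 for full effect; MG132 reads +100%, hits lower the ratio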
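Compounds up to 46 uM were incubated four hours with TMD8 cells whose green CBG68 luciferase is fused to IkappaBalpha; red CBR luminescence normalised the signal, and concentration-effect curves were fitted to fusion, red and ratio data.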
TCR activator = Activators of T cell receptors: qHTS campaign | AID 504894, 2011 | 330,000 tested, under 10 active | primary human leukocytes, anti-CD3, IL-2 HTRF, 48 h | Potency, µM (titrated, usually from 9.22 µM), inactives show top-dose activation of IL-2 secretion, usual class: activators; also: % of control where 0% means no effect
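Primary human leukocytes were stimulated with a-CD3 beads plus compounds for 48 hr without co-stimulation; secreted IL-2 was quantified by HTRF using a-IL-2-K (europium cryptate) and a-IL-2-d2, excited at 320nm with acceptor emission read at 665nm.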
B2AR arrestin = qHTS assay of beta-arrestin-biased ligands of beta2-adrenergic receptor; Potency, µM (highest dose often 46.1 µM), for inactives: at the highest dose activation, actives largely listed as activators; beta-arrestin recruitment to beta2AR, cell-based reporter; 0.02% of 330,000 active;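 also: potency is read from the fitted curve at half-maximal effect; 0% = DMSO controls and full agonism = EC100 isoproterenol or metaproterenol; nearly all actives have a fitted effect of over 65% in size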
Target sequence (P07550 whole entry, looked up): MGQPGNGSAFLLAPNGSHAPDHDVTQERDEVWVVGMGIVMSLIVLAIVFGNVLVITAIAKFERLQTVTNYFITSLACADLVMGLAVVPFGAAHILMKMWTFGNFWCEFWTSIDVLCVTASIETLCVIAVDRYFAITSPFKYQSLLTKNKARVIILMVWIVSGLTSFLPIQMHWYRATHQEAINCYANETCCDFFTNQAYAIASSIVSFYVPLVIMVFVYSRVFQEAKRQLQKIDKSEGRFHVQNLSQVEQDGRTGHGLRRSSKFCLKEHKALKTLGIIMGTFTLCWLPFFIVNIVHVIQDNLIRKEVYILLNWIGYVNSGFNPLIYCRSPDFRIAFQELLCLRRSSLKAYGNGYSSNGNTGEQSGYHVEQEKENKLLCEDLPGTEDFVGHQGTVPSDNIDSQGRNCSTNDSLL
USP2a block = qHTS Assay for Inhibitors of Ubiquitin-specific Protease USP2a Using CHOP2 as the Reporter; Ubiquitin carboxyl-terminal hydrolase 2 (Homo sapiens), O75604; USP2 core, Ub-CHOP2 coupled fluorogenic reporter, 485/531; AID 463254, 2010; Potency, µM (top dose mostly 38.3 µM), without a hit: at the highest dose activity change, negative = inhibition, usual class: inhibitors; 0.01% of 330,000 active;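 also: potency is read from the fitted curve at half-maximal effect; plate controls were DMSO wells for no effect and full inhibition by NEM control for full effect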
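Cell-free coupled assay: 10nM USP2 core preincubated 30min RT with compound in Tris-HCl pH 8.0/CaCl2/CHAPS buffer, then 25nM Ub-CHOP2 and 25nM reporter substrate; fluorescence (Ex 485/Em 531) read after 60min RT, normalized to NEM inhibition, concentration-response curves fitted.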
Tb PFK block = qHTS Assay to Find Inhibitors of T. brucei phosphofructokinase. ATP-dependent 6-phosphofructokinase (Trypanosoma brucei brucei), O15648. T. brucei PFK, ADP-Glo luminescence. Potency, µM (doses to about 57.5 µM), for the others: at the top dose activity, negative = inhibition, usual class: inhibitors. 0.17% of 330,000 active;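 also: potency is read from the fitted curve at half-maximal effect; 0% = uninhibited 1x PFK enzyme wells and -100% = no-enzyme wells; nearly all actives have a fitted effect of over 60% in size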
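PFK 1.25 nM, F6P 0.5 mM, ATP 0.1 mM, 0.1 M TEA pH 8.0, 5 mM MgCl2, 0.01% Tween20, 0.1% BSA; 45 min RT. ADP-Glo readout. qHTS titration up to 57 uM; curves fitted, compounds curve-classed.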
TSHR antag = Antagonists of the Thyroid Stimulating Hormone Receptor: HTS campaign; Thyrotropin receptor (Homo sapiens), P16473; TSHR-expressing cells, TSH-stimulated cAMP HTRF, 2 h; stronger effect = lower value; activity change, negative = inhibition, % at 11.5 µM; 0.2% of 330,000 active; AID 504810, 2011;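 active = activity change below a set negative limit, meaning inhibition stronger than a set level, cut at about -70% in these data; inconclusive = activity change between two set negative limits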; also: % is scaled to controls: 0 for no effect and ±100 for the full control effect
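Inhibition of cAMP made by TSHR-expressing cells under TSH stimulation (4nM final, EC80; 2 h, 37 deg C) is quantified with a one-step lysis HTRF kit, anti-cAMP cryptate versus cAMP-d2.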
TSG101-PTAP inh = qHTS Assay for Iinhibitors of HIV-1 Budding by Blocking the Interaction of PTAP/TSG101; Tumor susceptibility gene 101 protein (Homo sapiens), Q99816; AID 493005, 2010; Potency, µM (highest dose often 115 µM), for the others: at the top dose activity change, negative = inhibition, actives largely listed as inhibitors; Fluorescence polarization, FITC-PTAP peptide / Tsg101 binding; 340,000 tested, under 10 active; active = well fitted inhibition curve with a large enough effect in the main read-out, with a control signal flat, not every such curve was filed as active; inconclusive = small, poorly fitted or top-dose-only effect, or effect the other way, or a change in a side signal; inactive = no such curve, though single readings can be large or run the other way; also: potency is read from the fitted curve at half-maximal effect; % of control where 0% means no effect
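Tsg101 binding domain (10 uM final) was mixed with compound and a FITC-labeled PTAP peptide (50 nM final) in HEPES pH 7.5 buffer with NaCl, Tween 20, EDTA and TCEP; fluorescence polarization was read after 20 min at r.t.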
ELG1 DNA repair = qHTS screen for small molecules that inhibit ELG1-dependent DNA repair in human embryonic kidney (HEK293T) cells expressing luciferase-tagged ELG1; HEK293T ELG1-luciferase reporter, luminescence, 16 h; DNA damage induced by 5-fluorouridine; Potency, µM (series often up to 46.1 µM), for inactives: at the top dose activity change, negative = inhibition, usual class: inhibitors; 2.3% of 330,000 active; also: potency is read from the fitted curve at half-maximal effect; % is scaled to controls: 0 for no effect and ±100 for the full control effect; nearly all actives have a fitted effect of over 55% in size
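In this reporter screen, reduction of luminescence relative to DMSO vehicle indicated activity. Compounds and 5-fluorouridine were added together to 2,000 cells per well, incubated for 16 hr at 37 °C, then developed with ONE-Glo.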
uPA surface inh = qHTS for Inhibitors of Cell Surface uPA Generation. Potency, µM (series often up to 38.3 µM), inactives show at the highest dose activity change, negative = inhibition, hits mostly inhibitors. AID 540303, 2011. cell surface uPA generation assay, qHTS. 0.31% of 330,000 active; active = well fitted inhibition curve with a large enough effect; inconclusive = small, poorly fitted or top-dose-only effect; inactive = no such curve, though single readings can be large or run the other way; tested in mouse RAW 264.7 cells; also: potency is read from the fitted curve at half-maximal effect; % is scaled to controls: 0 for no effect and ±100 for the full control effect; nearly all actives have a fitted effect of over 55% in size
Mito fusion act = qHTS Assay for Small Molecule Inhibitors of Mitochondrial Division or Activators of Mitochondrial Fusion; S. cerevisiae fusion-defective mutant growth rescue, CellTiterGlo 48 h; Potency, µM (titrated, usually from 46.1 µM), without a hit: at the highest dose growth rescue (activation), most hits filed as activators; 0.23% of 320,000 active; AID 485298, 2010;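 also: potency is read from the fitted curve at half-maximal effect; % of control where 0% means no effect; nearly all actives have a fitted effect of over 45% in size; temperature-sensitive fusion mutants such as fzo1-1 at 37 °C on non-fermentable ethanol glycerol medium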
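Read-out: ATP-based luminescence (CellTiterGlo, 10 min ambient) reporting growth of fusion-defective ts yeast after 48 hours at 37C on glycerol/ethanol YPEG medium in the presence of compound.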
Eya2 inh = qHTS Assay for Inhibitors of the Phosphatase Activity of Eya2. Protein phosphatase EYA2 (Homo sapiens), O00167. recombinant Eya2, OMFP fluorescence dephosphorylation (OMFP is methylfluorescein phosphate). Potency, µM (series often up to 76.9 µM), inactives show at the top dose activity, negative = inhibition, hits mostly inhibitors. 0.006% of 330,000 active. AID 488837, 2010; also: potency is read from the fitted curve at half-maximal effect; % is scaled to controls: 0 for no effect and ±100 for the full control effect
Target sequence (O00167 whole entry, looked up): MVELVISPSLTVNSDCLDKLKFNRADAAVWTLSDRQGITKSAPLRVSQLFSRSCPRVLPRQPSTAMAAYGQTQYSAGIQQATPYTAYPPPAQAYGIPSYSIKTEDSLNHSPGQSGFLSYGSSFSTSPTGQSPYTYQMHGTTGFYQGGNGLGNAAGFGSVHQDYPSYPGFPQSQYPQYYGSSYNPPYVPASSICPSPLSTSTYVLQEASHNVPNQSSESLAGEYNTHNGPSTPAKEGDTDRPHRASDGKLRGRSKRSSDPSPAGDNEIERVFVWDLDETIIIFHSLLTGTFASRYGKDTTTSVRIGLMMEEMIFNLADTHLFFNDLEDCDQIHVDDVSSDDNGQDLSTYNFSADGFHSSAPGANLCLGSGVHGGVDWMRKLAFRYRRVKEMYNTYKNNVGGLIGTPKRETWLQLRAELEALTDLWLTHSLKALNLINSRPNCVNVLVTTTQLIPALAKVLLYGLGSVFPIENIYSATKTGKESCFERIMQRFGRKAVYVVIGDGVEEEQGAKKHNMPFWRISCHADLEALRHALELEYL
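Eya2 (0.2 uM) preincubated 10 min at ambient with compound, then OMFP substrate added at 50 uM; 10 min reaction in 50 mM HEPES pH 7.5, 50 mM NaCl, 5 uM MgCl2, 0.05% BSA, 1 mM DTT. Fluorescence read at Ex 485/Em 525 nm.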
* = called active by the depositor; ? = inconclusive; · = not tested or not shown. Unless noted, calls follow the shape of the dose curve; as a rule, active = well fitted curve in the direction sought with a large enough effect; inconclusive = small, poorly fitted or top-dose-only effect, or another doubt; inactive = no such curve, though single readings can be large; an effect the other way counts as inactive or inconclusive.

#	SMILES	BCR signal inh	TCR activator	B2AR arrestin	USP2a block	Tb PFK block	TSHR antag	TSG101-PTAP inh	ELG1 DNA repair	uPA surface inh	Mito fusion act	Eya2 inh
1	COc1cc(NC(=S)NC2CC(C)(C)NC(C)(C)C2)cc(OC)c1	-2%	-1%	-0.3%	0%	-2%	10	-6%	5%	2%	-4%	9%
2	Cc1sc2nc(CSCC(=O)Nc3c(F)cccc3F)[nH]c(=O)c2c1C	?	-3%	?	2%	0%	-3	-6%	-12%	1%	2%	0%
3	CCOC(=O)N1CCC(NC(=O)CC2C(=O)NCCN2Cc2cccc(F)c2F)CC1 (configuration not stated)	7%	-2%	-0.1%	-2%	2%	7	-2%	1%	-12%	-1%	8%
4	C(=N\Nc1nc(N2CCOCC2)nc(N2CCOCC2)n1)/c1ccco1	1%	·	-0.1%	4%	-4%	-10	·	-28%	·	-2%	4%
5	COc1ccc(CNC(=O)C(C)N2CCN(S(=O)(=O)c3ccccc3F)CC2)cc1 (configuration not stated)	-2%	-6%	0.5%	1%	-1%	5	-2%	-2%	-6%	-9%	9%
6	O=[N+]([O-])c1ccccc1S(=O)(=O)N1CCN(C2CCCC2)CC1	-2%	3%	-0.1%	0%	0%	6	·	0%	-5%	0%	6%
7	Cc1cc(C)cc(OCC(=O)NN2Cc3ccccc3C2=N)c1	-18%	-1%	0.0%	2%	2%	12	1%	-8%	0%	5%	6%
8	COC(=O)c1ccc(NC(=O)CN2C(=O)CCC2=O)cc1	0%	1%	-0.5%	1%	6%	4	-12%	30%	-4%	2%	-10%
9	COc1ccc(NC(=O)c2cccs2)cn1	-12%	-4%	7.0%	-1%	14%	0	-2%	?	1%	0%	7%
10	COc1ccc(C)cc1N(C(=O)c1snc(C(N)=O)c1N)C(C(=O)NC1CCCC1)c1ccc(F)cc1 (configuration not stated)	?	4%	-0.9%	-10%	0%	-9	-2%	-18%	2%	10%	-6%
11	CCCn1cc(SCC(=O)NCc2ccco2)c2ccccc21	4%	-4%	0.0%	1%	-5%	-6	1%	-10%	·	-4%	-11%
12	CCN(CC)c1ccc(/C=N/Nc2nc(C)cc(=O)[nH]2)cc1	-2%	6%	-0.3%	-2%	-2%	-9	-2%	-15%	-8%	1%	-5%
13	O=C(COc1ccc(-c2ccccc2)cc1)N/N=C/c1ccccc1Br	6%	6%	-0.6%	1%	1%	50	-5%	6%	-1%	-8%	-2%
14	O=C(NC1CCCCC1)C(c1ccccc1)N(C(=O)c1csnn1)C1CCCC1 (configuration not stated)	?	-4%	0.0%	4%	5%	-8	-2%	2%	7%	19%	-7%
15	CCOc1cccc2sc(N(CCCN(C)C)C(=O)c3ccc(S(=O)(=O)N4CCc5ccccc5C4)cc3)nc12	3%	-1%	0.5%	0%	1%	1	-2%	?	-26%	-10%	-12%
16	NC(=O)c1cc([N+](=O)[O-])ccc1NCC1CCCCC1	?	-5%	0.1%	0%	13%	-15	-3%	?	8%	25%	-3%
17	O=C(CN1C(=O)C2C3CCC(C3)C2C1=O)OCC(=O)c1ccc(Br)cc1 (configuration not stated)	1%	-2%	0.2%	2%	-6%	0	-4%	8%	-21%	-1%	-15%
18	CCC(=O)N(CCC1(C(C)C)CCOC(C)(C)C1)Cc1ccco1 (configuration not stated)	?	0%	0.1%	1%	-4%	-3	-2%	-1%	0%	11%	-7%
19	CCN(C(=O)COC(=O)CC1CCCCC1)c1c(N)n(Cc2ccccc2)c(=O)[nH]c1=O	2%	-1%	-0.2%	3%	7%	0	2%	16%	-30%	-1%	-6%
20	Cc1cc(NC(=O)c2cc(-c3cccc(OCC(C)C)c3)nc3ccccc23)no1	0%	-1%	0.0%	-1%	-11%	-4	1%	?	-15%	-2%	1%
21	CN(C)CC(C)(C)CNC(=O)C1CCN(CCCc2ccccc2)CC1	-1%	-12%	-0.9%	1%	0%	-1	-1%	9%	17%	2%	-1%
22	COc1ccc(S(=O)(=O)N2CCCCCC2)cc1NC(=O)CCCOc1ccccc1	7%	-2%	-0.4%	-1%	-7%	-31	-4%	-7%	-13%	-4%	-4%
23	CCc1ccccc1N1C(=O)CN(Cc2cc(OC)c(OC)c(OC)c2)C1=S	0%	-3%	0.2%	-1%	5%	-3	-7%	-25%	0%	?	4%
24	COC(=O)Cc1csc(NCc2ccccc2)n1	1%	3%	0.2%	1%	5%	3	-1%	12%	1%	-9%	4%
25	CCOc1ccc(C(=O)COC(=O)c2nc3nccc(C)n3n2)cc1	4%	-1%	-0.5%	-1%	-9%	-10	-8%	?	2%	-1%	5%
26	Cc1[nH]nc2c1/C(=N\O)CCC2	0%	1%	-0.1%	3%	0%	7	-1%	-8%	4%	0%	7%
27	COc1ccc(C(=O)NN/C(=N/S(=O)(=O)c2ccc(C)cc2)c2ccccc2)cc1	?	1%	-0.1%	2%	12%	-5	0%	?	-2%	2%	9%
28	CC(C)Cc1ccc(C(=O)Nc2ccc(Cc3ccncc3)cc2)o1	-1%	6%	0.6%	-1%	-5%	-8	-2%	21µM*	1%	-7%	-20%
29	CC(=O)Nc1ccccc1NC(=O)C/C(C)=N/NC(=O)C(=O)N1CCCCC1	?	-1%	0.4%	-1%	0%	-1	1%	1%	3%	3%	6%
30	CC1CCN(C2=NC(=O)/C(=C/c3ccccc3F)S2)CC1	?	-3%	-0.3%	3%	-2%	-1	1%	?	-5%	-20%	0%
31	O=C(Nc1ccc(-c2cn3ccccc3n2)cc1)c1ccc(Cl)cc1	13%	4%	-0.1%	0%	-1%	15	0%	0%	8%	1%	4%
32	O=C(NC1CCCCC1)N1CCCC(CNS(=O)(=O)Cc2ccccc2)C1 (configuration not stated)	-1%	0%	-0.8%	13%	-4%	-10	-1%	-2%	·	-16%	1%
33	CN(CCCC(=O)Nc1ccc(Br)cc1F)S(=O)(=O)c1ccccc1	0%	·	-0.6%	1%	1%	?	-2%	?	0%	-5%	-15%
34	Cn1c(=O)[nH]c(=O)c2c1nc(NCc1ccccc1)n2Cc1ccc(F)cc1	4%	4%	-0.5%	3%	-5%	4	-1%	23%	-12%	0%	-19%
35	O=C(COC(=O)Cc1ccccc1[N+](=O)[O-])NCC1CCCCC1	3%	8%	-0.1%	2%	-2%	3	-1%	-10%	6%	0%	1%
36	COc1ccccc1NC(=O)N1CCC(C(=O)c2ccc(F)cc2)CC1	-1%	-1%	-0.4%	0%	-1%	4	-5%	?	·	1%	-12%
37	CC(=O)c1ccc(Nc2cnn(C34CC5CC(CC(CC(=O)O)(C5)C3)C4)c(=O)c2Cl)cc1	-1%	-5%	0.2%	1%	-4%	12	0%	3%	-3%	4%	11%

Screens deposited in PubChem BioAssay by National Center for Advancing Translational Sciences (NCATS).
